Growth percent in the NCI-60 one-dose screen (48 h, 10 µM unless noted): 100 = growth as untreated, 0 = no growth, -100 = all killed.
SF-295 = SF-295 CNS cancer cells; 5.6% of 79,000 active
NCI-H23 = NCI-H23 lung cancer; 4% of 80,000 active; AID 1794731
SNB-75 = SNB-75 CNS cancer; 5% of 79,000 active; AID 1794750
SNB-19 = SNB-19 CNS cancer cells. 2.5% of 81,000 active. AID 1794751
SF-539 = SF-539 CNS cancer; 6.8% of 81,000 active; AID 1794752
CAKI-1 = CAKI-1 renal cancer; 4.7% of 75,000 active
U251 = U251 CNS tumor cells; 5.4% of 80,000 active
A498 = A498 renal cancer cells; 5.4% of 76,000 active; AID 1794774
SF-268 = SF-268 CNS cancer cells; 3.1% of 82,000 active
* = called active by the depositor; · = no result given; & = joins results of further samples; ! = a repeat was not active. The calls were made as follows: active = growth percent below 10; inactive = the rest.

SMILES	SF-295	NCI-H23	SNB-75	SNB-19	SF-539	CAKI-1	U251	A498	SF-268
O=C(O)c1ccc(-c2nn(-c3ccc(C(F)(F)F)cc3)cc2CNc2ccc(Br)cc2)cc1	66	88	·	72	80	82	56	63	81
N#Cc1c(NCc2ccccc2)oc(-c2ccccc2)c1-c1ccccc1	97	88	79	92	93	96	76	·	99
C=C1c2nc3ccccc3n2C=C(c2ccccc2)N1Cc1ccc(OC)cc1	83	63	98	82	105	92	84	91	97
O=C1C=C(c2ccccc2)C(c2ccccc2)C1O (stereo not given)	104	94	95	96	105	97	·	108	107
CN(C)CCC(=O)c1c[nH]c2ccccc12	100	110	100	112	103	94	106	126	115
NNC(=O)c1ccccc1Cl	104	98	88	95	109	105	104	95	101
Cc1cccc(OCC(=O)O)c1	92	93	89	107	95	·	104	87	109
CCOC1=C(OCC)C(=O)c2ccccc2C1=O	115	101	105	103	96	107	107	·	108
COc1cccc(/C=N/Nc2nc(-c3ccc(Br)cc3)cs2)c1O	110	90	67	101	108	88	102	87	96
CC(C)(C)C(=O)/C=C/c1ccc(Cl)cc1	106	102	86	97	102	99	103	89	102
COc1cc(Cn2c(SC)nc3ccccc3c2=O)cc(OC)c1OC	78	91	79	96	88	75	91	97	99
O=S1(=O)OC(c2ccc(O)c(Cl)c2)(c2ccc(O)c(Cl)c2)c2ccccc21	103	98	78	103	93	90	111	90	97
CCOc1cccc(/C=N\Nc2ccc(S(=O)(=O)O)cc2)c1	103	103	79	115	99	95	94	121	121
CCC(=O)OC1CC(C)=C2C(=O)C=C(C)[C@@H]2[C@H]2OC(=O)[C@H](C)[C@H]12 (stereo not given in full)	100	99	82	97	93	94	98	93	97
NS(=O)(=O)c1ccc(Cn2c(SCC(=O)N/N=C/c3cccc(O)c3)nc3ccccc3c2=O)cc1	99	97	86	90	91	83	98	·	93
O=C1/C(=C/c2cccs2)SC(=S)N1CCCN1CCOCC1	102	97	99	93	93	91	95	72	102
CN1CCN(Cc2ccc(NC(=O)c3[nH]ncc3Nc3ncnc4sccc34)cc2)CC1	24	-1.5*	-33*	·	-30*	6.4*	16	-35*	-3.7*
COC(OC)c1cccc(N)c1	102	94	103	107	97	99	93	119	97
COc1cc(/C=C2\CCC/C(=C\c3ccc(OCC4CO4)c(OC)c3)C2=O)ccc1OCC1CO1 (stereo not given)	·	58	51	63	25	72	13	64	1.7*
Fc1ccc(NCc2nnc(-c3ccc(F)cc3)o2)cc1	105	91	82	76	75	85	68	·	80

Reprinted from the part before: two entries, followed by the next part.
SMILES	SF-295	NCI-H23	SNB-75	SNB-19	SF-539	CAKI-1	U251	A498	SF-268
COc1cc(/C=C2\CCC/C(=C\c3ccc(OCC4CO4)c(OC)c3)C2=O)ccc1OCC1CO1 (stereo not given)	·	58	51	63	25	72	13	64	1.7*
Fc1ccc(NCc2nnc(-c3ccc(F)cc3)o2)cc1	105	91	82	76	75	85	68	·	80
COc1ccc2[nH]cc(-c3cc(N)n4nc(-c5c[nH]c6ccc(OC)cc56)cc4n3)c2c1	25	·	106	79	-90*	-52*	-88*	83	-30*
CCSc1nnc2c(/C=C/c3ccc([N+](=O)[O-])cc3)nc3ccccc3n12	95	92	104	93	92	73	95	106	86
CC(=O)N/C(=C/c1ccccc1)C(=O)O	·	96	80	94	·	·	94	100	101
Cc1ccccc1-c1cc(-c2cccc(Cl)c2)c(C#N)c(=O)[nH]1	49	76	40	50	44	55	56	13	65
Nc1cc(=O)nc2cn[nH]n12	99	105	108	102	99	97	102	90	100
COc1cccc(-c2ccnc(/N=C(\N)Nc3ccc(S(=O)(=O)Nc4nc(C)cc(C)n4)cc3)n2)c1	94	98	78	101	95	80	101	114	104
CCOC(=O)/C(=C\OC(=O)c1ccccc1)NC(=O)Cc1ccccc1	102	95	92	108	100	84	101	78	93
Cc1ccc(NC(=O)c2nc(S(C)=O)oc2-c2ccc(F)cc2)cc1Nc1ccc2ncn(C)c(=O)c2c1 (stereo not given)	96	83	101	126	94	·	106	112	111
Cc1ccc(NC(=O)c2ccco2)c(C)c1	99	106	85	94	99	100	102	77	91
CCCCCNCC(=O)Nc1ccc(C(=O)OCCCCC)cc1	101	103	91	91	102	·	92	103	95

Part of the list above in order of molecular weight, smallest number first.
SMILES	SF-295	NCI-H23	SNB-75	SNB-19	SF-539	CAKI-1	U251	A498	SF-268
Cc1cccc(OCC(=O)O)c1	92	93	89	107	95	·	104	87	109
COC(OC)c1cccc(N)c1	102	94	103	107	97	99	93	119	97
NNC(=O)c1ccccc1Cl	104	98	88	95	109	105	104	95	101
CC(=O)N/C(=C/c1ccccc1)C(=O)O	·	96	80	94	·	·	94	100	101
Cc1ccc(NC(=O)c2ccco2)c(C)c1	99	106	85	94	99	100	102	77	91
CN(C)CCC(=O)c1c[nH]c2ccccc12	100	110	100	112	103	94	106	126	115
CC(C)(C)C(=O)/C=C/c1ccc(Cl)cc1	106	102	86	97	102	99	103	89	102
CCOC1=C(OCC)C(=O)c2ccccc2C1=O	115	101	105	103	96	107	107	·	108
Fc1ccc(NCc2nnc(-c3ccc(F)cc3)o2)cc1	105	91	82	76	75	85	68	·	80
CCC(=O)OC1CC(C)=C2C(=O)C=C(C)[C@@H]2[C@H]2OC(=O)[C@H](C)[C@H]12 (stereo not given in full)	100	99	82	97	93	94	98	93	97
CCOc1cccc(/C=N\Nc2ccc(S(=O)(=O)O)cc2)c1	103	103	79	115	99	95	94	121	121
Cc1ccccc1-c1cc(-c2cccc(Cl)c2)c(C#N)c(=O)[nH]1	49	76	40	50	44	55	56	13	65
CCCCCNCC(=O)Nc1ccc(C(=O)OCCCCC)cc1	101	103	91	91	102	·	92	103	95
CCOC(=O)/C(=C\OC(=O)c1ccccc1)NC(=O)Cc1ccccc1	102	95	92	108	100	84	101	78	93
O=C1/C(=C/c2cccs2)SC(=S)N1CCCN1CCOCC1	102	97	99	93	93	91	95	72	102
COc1cccc(/C=N/Nc2nc(-c3ccc(Br)cc3)cs2)c1O	110	90	67	101	108	88	102	87	96
COc1ccc2[nH]cc(-c3cc(N)n4nc(-c5c[nH]c6ccc(OC)cc56)cc4n3)c2c1	25	·	106	79	-90*	-52*	-88*	83	-30*
CN1CCN(Cc2ccc(NC(=O)c3[nH]ncc3Nc3ncnc4sccc34)cc2)CC1	24	-1.5*	-33*	·	-30*	6.4*	16	-35*	-3.7*
COc1cc(/C=C2\CCC/C(=C\c3ccc(OCC4CO4)c(OC)c3)C2=O)ccc1OCC1CO1 (stereo not given)	·	58	51	63	25	72	13	64	1.7*
COc1cccc(-c2ccnc(/N=C(\N)Nc3ccc(S(=O)(=O)Nc4nc(C)cc(C)n4)cc3)n2)c1	94	98	78	101	95	80	101	114	104
O=C(O)c1ccc(-c2nn(-c3ccc(C(F)(F)F)cc3)cc2CNc2ccc(Br)cc2)cc1	66	88	·	72	80	82	56	63	81

Additional records follow:
SMILES	SF-295	NCI-H23	SNB-75	SNB-19	SF-539	CAKI-1	U251	A498	SF-268
CC(C)CCSc1nc(NN)c(C#N)c(-c2ccccc2)n1	93	102	92	74	95	84	80	87	79
COc1cc(/C=C2\C(=O)N(CCOc3cc(O)c4c(=O)cc(-c5ccccc5)oc4c3)c3ccccc32)cc(OC)c1O	87	78	45	65	70	59	40	127	71
COc1ccc(Oc2nc(Nc3ccc(N4CCCCC4)nc3)ncc2NC(=O)c2cc(OC)cc(OC)c2)cc1	24	69	34	42	21	42	35	39	46
NC(=N\N=C/c1cccc([N+](=O)[O-])c1)/C(N)=N\N=C/c1cccc([N+](=O)[O-])c1	93	78	35	105	89	54	77	62	66
Cc1cc(NS(=O)(=O)c2ccc(Nc3nc(/C=C/c4ccc(O)cc4)nc4ccccc34)cc2)no1	100	99	91	98	94	96	97	91	103
CCOC(=S)SC1CCCC1	101	92	81	97	96	110	97	89	·
CC1CCN(Cc2cn(CC(=O)Nc3ccc4c(ccn4Cc4ccccc4)c3)nn2)CC1	97	97	72	95	87	93	81	90	97
COc1cc2c(c(OC)c1OC)C(=O)CC(c1cccc(N)c1)O2 (stereo not given)	108	112	99	100	103	96	101	125	110
c1cncc(CCc2ccncc2)c1	107	105	89	106	86	92	93	96	109
Cc1nc(Nc2ccc(NC(=S)Nc3ccccc3)cc2)c2ccccc2n1	99	92	104	105	100	91	101	100	111
CCCS(=O)(=O)Oc1ccc(NC(=O)C23CC4CC(CC(C4)C2)C3)cc1	84	98	91	106	93	104	104	99	108
CCCCOC1NC(=O)NC(=O)C1(F)C(=O)OCC (stereo not given)	94&94	56&80	82&78	83&101	5.7*!	62&45	92	112&79	83&99
COC(=O)C(C)CN1CCCCCC1 (stereo not given)	98	96	80	109	101	103	98	110	101
O=C(O)c1c(Sc2ccc(F)cc2)c(=O)[nH]c2ccc(Cl)cc12	98	84	81	99	95	86	97	88	93
COc1ccc(-c2cc(-c3ccc(Cl)cc3)nc(SCCCCCCC(=O)O)n2)cc1OC	101	106	105	103	101	87	102	115	107
O=C1CCC23OC(C(O)c4ccccc4N12)C(O)C3O (stereo not given)	112	100	83	104	96	·	99	103	96
Cc1cc(C)c(OC(=O)CSc2nc3ccccc3c(=O)n2CCc2ccccc2)cc1C	87	101	88	103	97	73	74	94	97
Nc1cc(C(=O)O)cc(N2C(=O)/C(=C\c3ccc(-c4ccc(Cl)cc4)o3)SC2=S)c1	98	95	99	94	95	90	96	103	104
CNc1nc2ncncc2[nH]1	105	99	86	105	99	96	92	131	102
CC(C)(C)OC(=O)NCc1ccc(CNc2c([N+](=O)[O-])cnc3ccc(Br)cc23)cc1	41	51	60	75	79	54	73	28	67
NS(=O)(=O)c1ccc(-n2nc(C(=O)N/N=C\c3ccc(F)cc3)cc2-c2ccc(Cl)cc2)cc1	97	84	57	85	88	61	93	69	88
Cc1c(Cl)cccc1NC(=O)c1sc2nc3c(cc2c1N)CCCC3	8.1*	59	30	33	4.4*	34	21	-1.6*	49
Cc1ccc(Nc2cc(N)ncn2)cc1	95	99	99	103	90	95	107	99	103
NC[C@@H]1O[C@H](O[C@@H]2[C@@H](CO)OC(O[C@@H]3[C@@H](O)[C@H](N)C[C@H](N)[C@H]3OC3O[C@H](CN)[C@@H](O)[C@H](O)[C@H]3N)[C@@H]2O)[C@H](N)[C@@H](O)[C@@H]1O (stereo not given in full)	107	100	106	115	89	100	102	108	113
CCOC(=O)C1=C(C)N2C(=NC3=C(CCC/C3=C\c3ccc(Cl)cc3)C2c2ccc(Cl)cc2)S1 (stereo not given)	·	11	64	55	41	62	-100*	3.2*	35
COc1cc2cc(NCc3cc(Br)c(OCc4ccccn4)c(OC)c3)nc(C)c2cc1OC	70	56	49	62	67	48	51	35	42
CCCC(=O)Nc1ccn(C2OC(CO)C(O)C2O)c(=O)n1 (stereo not given)	95	90	45	101	103	80	100	82	114

Source: PubChem (NCI)
